Source: PubChem
Tau fibril FP = qHTS for Inhibitors of Tau Fibril Formation, Fluorescence Polarization. 0.39% of 280,000 active. K18 P301L tau heparin fibrillization, Alexa594 FP, 6 h. Microtubule-associated protein tau (Homo sapiens), P10636. Potency, µM (top dose mostly 57.7 µM), for the others: at the top dose activity, negative = inhibition, hits mostly inhibitors; also: % is scaled to controls: 0 for no effect and ±100 for the full control effect; nearly all actives have a fitted effect of over 55% in size
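Human tau K18 […] P301L fragment, 15 uM unlabeled plus 0.24 uM Alexa 594-labeled tau (final), with compound and 20 uM heparin in 100 mM sodium acetate pH 7; 6 hr at 37 C, then Alexa 594 FP read.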
TRb SRC2 PPI = qHTS for Inhibitors of the Interaction of Thyroid Hormone Receptor and Steroid Receptor Coregulator 2 | Potency, µM (series often up to 106 µM), for inactives: at the top dose activity change, negative = inhibition, hits mostly inhibitors | TRbeta-SRC2 peptide binding, fluorescence polarization; receptor liganded with 1 µM T3 | 0.065% of 280,000 active | Thyroid hormone receptor beta (Homo sapiens), P10828;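 also: plate controls were bound peptide for no effect and peptide without receptor for full effect; nearly all actives have a fitted effect of over 50% in size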
Target sequence (P10828 whole entry, looked up): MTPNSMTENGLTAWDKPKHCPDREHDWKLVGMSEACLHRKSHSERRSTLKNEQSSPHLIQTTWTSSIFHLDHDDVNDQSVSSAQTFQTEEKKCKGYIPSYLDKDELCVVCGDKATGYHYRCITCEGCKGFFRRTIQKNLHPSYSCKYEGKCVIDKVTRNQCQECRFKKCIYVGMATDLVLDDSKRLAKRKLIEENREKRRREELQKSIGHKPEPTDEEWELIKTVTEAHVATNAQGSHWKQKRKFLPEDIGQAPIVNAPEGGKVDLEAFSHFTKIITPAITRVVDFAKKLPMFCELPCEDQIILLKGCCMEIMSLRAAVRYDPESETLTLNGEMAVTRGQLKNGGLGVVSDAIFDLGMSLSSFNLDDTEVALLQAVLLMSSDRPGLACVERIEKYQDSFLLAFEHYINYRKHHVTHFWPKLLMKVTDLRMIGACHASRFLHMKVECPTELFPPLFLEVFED
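Fluorescence polarization of 20 nM Texas Red SRC2 peptide (20-aa NR interaction domain) bound to 0.6 uM human TRb ligand-binding domain, with 1 uM T3, after 5 hr at ambient temperature; inhibition seen as decreased polarization.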
Tau ThT inhib = qHTS for Inhibitors of Tau Fibril Formation, Thioflavin T Binding. 2.1% of 270,000 active. AID 1460, 2008. Microtubule-associated protein tau (Homo sapiens), P10636. recombinant tau K18 P301L, heparin-induced fibrillization, ThT fluorescence. Potency, µM (series often up to 57.4 µM), for inactives: at the top dose activity, negative = inhibition, most hits filed as inhibitors; also: % is scaled to controls: 0 for no effect and ±100 for the full control effect; nearly all actives have a fitted effect of over 55% in size
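Heparin-induced fibrillization of the P301L-mutant K18 repeat-domain fragment of human tau was followed by ThT binding in quantitative high-throughput format.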
Tau fluor counter = Counterscreen qHTS for Inhibitors of Tau Fibril Formation, Fluorescence Polarization; tau K18 P301L Alexa594 fluorescence, heparin fibrillization; 0.93% of 280,000 active; Potency, µM (doses to about 57.7 µM), for inactives: at the top dose activity change, negative = decrease; also: % is scaled to controls: 0 for no effect and ±100 for the full control effect; nearly all actives have a fitted effect of over 55% in size
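Human tau K18 P301L (15 uM unlabeled, 0.24 uM Alexa 594-labeled) in 100 mM sodium acetate pH 7 with 20 uM heparin, 6 hr at 37 C. ThT 30 uM added, 1 hr ambient; Alexa 594 FP and total fluorescence read at 555/632 nm.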
RECQ1 inh = qHTS Assay for Inhibitors of RecQ-Like Dna Helicase 1 (RECQ1); ATP-dependent DNA helicase Q1 (Homo sapiens), P46063; RECQ1 DNA unwinding, red fluorescence kinetic read; 0.54% of 240,000 active; Potency, µM (titrated, usually from 57.3 µM), for inactives: at the highest dose activity, negative = inhibition, most hits filed as inhibitors; AID 2549, 2010;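 also: plate controls were vehicle for no effect and no enzyme for full effect; nearly all actives have a fitted effect of over 30% in size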
Target sequence (P46063 whole entry, looked up): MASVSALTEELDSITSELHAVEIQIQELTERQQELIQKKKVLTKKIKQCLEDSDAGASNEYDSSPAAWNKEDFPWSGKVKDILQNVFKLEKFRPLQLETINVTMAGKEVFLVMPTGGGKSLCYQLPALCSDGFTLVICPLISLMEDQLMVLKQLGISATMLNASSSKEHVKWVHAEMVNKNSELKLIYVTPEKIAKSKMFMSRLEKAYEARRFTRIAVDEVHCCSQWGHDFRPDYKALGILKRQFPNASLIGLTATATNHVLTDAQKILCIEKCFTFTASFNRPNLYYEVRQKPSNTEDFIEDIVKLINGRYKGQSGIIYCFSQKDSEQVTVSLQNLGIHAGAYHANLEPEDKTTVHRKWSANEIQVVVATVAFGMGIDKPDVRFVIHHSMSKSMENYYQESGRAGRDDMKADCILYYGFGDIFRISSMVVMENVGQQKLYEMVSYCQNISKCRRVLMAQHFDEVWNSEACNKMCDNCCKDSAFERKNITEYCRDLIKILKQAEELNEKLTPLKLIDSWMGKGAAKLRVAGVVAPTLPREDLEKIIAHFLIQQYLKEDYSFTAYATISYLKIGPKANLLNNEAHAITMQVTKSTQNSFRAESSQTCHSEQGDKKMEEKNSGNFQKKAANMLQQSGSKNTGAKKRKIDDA
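50 nM RECQ1T1 preincubated 15 min with compound in Tris pH 8.0 buffer with MgCl2, DTT, Tween-20 and 2.5 ug/ml poly(dI-dC); started with 200 nM TAMRA/BHQ-2 forked duplex and 2 mM ATP. Unwinding read as fluorescence (525/598 nm), two reads 2 h apart.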
L3MBTL1 block = qHTS Assay for the Inhibitors of L3MBTL1 | Lethal(3)malignant brain tumor-like protein 1 (Homo sapiens), Q9Y468 | AlphaScreen L3MBTL1–H3K9me1 peptide binding | Potency, µM (doses to about 57.1 µM), inactives show top-dose activity, negative = inhibition, usual class: inhibitors | 0.66% of 230,000 active; also: % is scaled to controls: 0 for no effect and ±100 for the full control effect; nearly all actives have a fitted effect of over 60% in size
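AlphaScreen assay: L3MBTL1 (50 nM final) was preincubated 30 min at room temperature with biotinylated H3(1-15)K9me1 peptide (75 nM final), then 30 min with library compounds; streptavidin donor and nickel chelate acceptor beads (10 ug/mL final) added, 30 min dark.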
TR SRC2 fluor cs = Total Fluorescence Counterscreen for Inhibitors of the Interaction of Thyroid Hormone Receptor and Steroid Receptor Coregulator 2; AID 1479, 2009; 0.29% of 280,000 active; TRb/SRC2 Texas Red total fluorescence interference; Potency, µM (doses to about 106 µM), inactives show top-dose fluorescence change, negative = quenching; active = well fitted curve in either direction with a large enough effect; inconclusive = small, poorly fitted or top-dose-only effect; also: % is scaled to controls: 0 for no effect and ±100 for the full control effect
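Flags fluorescent or light-absorbing compounds by total fluorescence, S + 2P, at 555 nm excitation and 632 nm emission. Mixture: 20 nM Texas Red SRC2 peptide, 0.6 uM human TRb LBD, 1 uM T3, 5% DMSO; compound exposure 5 h at ambient temperature.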
HTT cytoprotect = qHTS Multiplex Assay to Identify Dual Action Probes in a Cell Model of Huntington: Cytoprotection (ATP). PC12 HTT-Q103 induced, cytoprotection, ATP luminescence, 40 h. Potency, µM (series often up to 56.4 µM), without a hit: cytoprotection (ATP increase), actives largely listed as activators. 0.14% of 230,000 active;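 also: % of control where 0% means no effect; nearly all actives have a fitted effect of over 45% in size; toxic huntingtin expression switched on by the ecdysone agonist tebufenozide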
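PC12 cells with ecdysone-inducible HTT exon 1 Q103-GFP, induced with 100 nM tebufenozide and co-treated with library compounds in a dose series (1536-well, 1500 cells/well). Cytoprotection read as ATP content by ATPlite luminescence.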
An asterisk follows results filed as active; i = inactive; u = inconclusive; x = not tested or not shown; & = joins results of further samples; [ ] = another dose, or the depositor's remark. Unless noted, calls follow the shape of the dose curve; as a rule, active = well fitted curve in the direction sought with a large enough effect; inconclusive = small, poorly fitted or top-dose-only effect, or another doubt; inactive = no such curve, though single readings can be large; an effect the other way counts as inactive or inconclusive. Potency is read from the fitted curve at half-maximal effect.

Abbreviations: A = Tau fibril FP; B = TRb SRC2 PPI; C = Tau ThT inhib; D = Tau fluor counter; E = RECQ1 inh; F = L3MBTL1 block; G = TR SRC2 fluor cs; H = HTT cytoprotect
Cn1c2c(c(=O)n(C)c1=O)C(c1ccccc1[N+](=O)[O-])CC(=O)N2 (stereo unspecified)
  A: -8%; B: -2%; C: -5%; D: -2%; E: x; F: x; G: -2%; H: x
Oc1[nH]c2ccccc2c1N=Nc1nc2ccccc2s1
  A: 7%; B: 5%; C: 2µM*; D: u; E: -14%; F: x; G: -5%; H: -98%[inhibitor]
CC1=NN(c2cccc(Cl)c2)C(=O)C12CC(C)=C(C)CS2 (stereo unspecified)
  A: -11%; B: -5%; C: u; D: -33%; E: -4%; F: x; G: -1%; H: u
Cc1nn(CCCC(=O)Nc2cc(Oc3ccccc3)cc([N+](=O)[O-])c2)c(C)c1[N+](=O)[O-]
  A: 7%; B: 2%; C: -3%; D: 10µM*[quencher]; E: -9%; F: -3%; G: 0%; H: 4%[10 µM]
O=C(O)c1cc(N/N=C/c2ccc(N3CCOCC3)cc2)ccc1Cl
  A: 12%; B: 0%; C: u; D: -4%; E: -5%; F: -25%; G: -5%; H: -10%[10 µM]
Cc1cccc(Oc2ccccc2N)c1
  A: 14%; B: 0%; C: -10%; D: -13%; E: -4%; F: x; G: -2%; H: 26%
CCOc1ccc(C(=O)OCC(=O)Nc2nc(OC)cc(OC)n2)cc1OCC
  A: -7%; B: -6%; C: -11%; D: -14%; E: i; F: x; G: 0%; H: -1%
O=C(Nc1ccc(S(=O)(=O)N2CCN(c3ccccc3)CC2)cc1)c1cccs1
  A: 6%; B: -9%; C: 12%; D: 4%; E: -11%; F: x; G: -5%; H: 14%
COc1ccc(CC(=O)N/N=C/c2cccn2-c2ccc([N+](=O)[O-])cc2)cc1OC
  A: 7%; B: -2%; C: -12%; D: -19%; E: -2%; F: u; G: -3%; H: -3%[10 µM]
FC(F)(F)c1cnc(Oc2ccc(-c3nnco3)cc2)c(Cl)c1
  A: -1%; B: 5%; C: -6%; D: -9%; E: -8%; F: -3%; G: -1%; H: 8%[10 µM]
Cc1ccc2cc(/C=N/NC(=O)[C@@H]3CCCN3)c(Cl)nc2c1
  A: 4%; B: 6%; C: 10%; D: 9%; E: 11%; F: 3%; G: -2%; H: 5%[10 µM]
COCCCn1c(=N)c(S(=O)(=O)c2ccccc2)cc2c(=O)n3cc(C)ccc3nc21
  A: 2%; B: 6%; C: 5%; D: -6%; E: x; F: x; G: -2%; H: x
O=C(CN1CCN(c2ccc(F)cc2)CC1)Nc1ccc(-n2cnnn2)cc1
  A: 5%; B: 6%; C: -1%; D: 2%; E: -1%; F: 6%; G: -1%; H: 4%[10 µM]
Cc1nc(C)c(/C(O)=C/c2nc3ccc([N+](=O)[O-])cc3oc2=O)o1
  A: 0%; B: 0%; C: u; D: -2%; E: -1%; F: x; G: -2%; H: -22%
c1cc(CNCC2CCCO2)ccn1 (stereo unspecified)
  A: -5%; B: -5%; C: 1%; D: -3%; E: -2%; F: x; G: 1%; H: -24%
COC(=O)c1sc(NC(=O)CSc2nnnn2-c2ccc(C)cc2C)nc1C
  A: -2%; B: 3%; C: 4%; D: -21%; E: -11%; F: -3%; G: -2%; H: -4%[10 µM]
COc1nc(N/N=C/c2ccc(-c3ccccc3[N+](=O)[O-])o2)nc(N2CCOCC2)n1
  A: 4%; B: 6%; C: 10%; D: 10%; E: 1%; F: -10%; G: 1%; H: -30%[10 µM]
Nn1c(SCC(=O)Nc2ccc3c(c2)OCO3)nnc1-c1ccc(Cl)cc1
  A: -1%; B: -9%; C: u; D: -12%; E: 6%; F: 2%; G: -1%; H: -10%
O=C(CSc1nnc(Cc2ccccc2)o1)N1CCc2ccccc21
  A: -11%; B: -2%; C: -10%; D: -9%; E: i; F: 5%; G: 1%; H: 7%
Cc1nn(-c2ccccc2)c(OC(=O)c2cccs2)c1S(=O)(=O)c1ccc([N+](=O)[O-])cc1
  A: 11%; B: -1%; C: -24%; D: -13%; E: -10%; F: x; G: -3%; H: 10%
Cn1c(NC(=O)C2CCCC2)cc(=O)n(C)c1=O
  A: 3%; B: 2%; C: -1%; D: 5%; E: -12%; F: 0%; G: 1%; H: -20%
Cc1ccc2nc(NC(=O)CSc3nc4ccccc4o3)sc2c1
  A: u; B: 7%; C: u; D: u; E: -9%; F: x; G: 1%; H: -14%
CCOC(=O)Nc1sc(NS(=O)(=O)c2ccc(C)cc2)nc1C
  A: 2%; B: -1%; C: -11%; D: -5%; E: -2%; F: x; G: 0%; H: u
COc1ccc(-c2csc(NS(=O)(=O)c3ccc([N+](=O)[O-])cc3)n2)cc1
  A: 3%; B: -3%; C: u; D: -26%; E: -3%; F: -17%; G: 2%; H: 12%[10 µM]
c1ccc(CCn2nnnc2CN2CCCc3ccccc32)cc1
  A: -2%; B: 4%; C: 1%; D: -13%; E: 5%; F: -3%; G: -3%; H: 12%[10 µM]

Whole records from above.
Cc1cccc(Oc2ccccc2N)c1 is listed with Tau fibril FP: 14%; TRb SRC2 PPI: 0%; Tau ThT inhib: -10%; Tau fluor counter: -13%; RECQ1 inh: -4%; L3MBTL1 block: x; TR SRC2 fluor cs: -2%; HTT cytoprotect: 26%
c1ccc(CCn2nnnc2CN2CCCc3ccccc32)cc1 is listed with Tau fibril FP: -2%; TRb SRC2 PPI: 4%; Tau ThT inhib: 1%; Tau fluor counter: -13%; RECQ1 inh: 5%; L3MBTL1 block: -3%; TR SRC2 fluor cs: -3%; HTT cytoprotect: 12%[10 µM]

(listing goes on)
Abbreviations: A = Tau fibril FP; B = TRb SRC2 PPI; C = Tau ThT inhib; D = Tau fluor counter; E = RECQ1 inh; F = L3MBTL1 block; G = TR SRC2 fluor cs; H = HTT cytoprotect
O=C(N/N=C/c1ccc([N+](=O)[O-])s1)c1cccc(Br)c1
  A: 2%; B: -15%; C: u; D: u; E: -10%; F: -4%; G: u; H: 19%[1.9 µM]
COc1cc(OC)cc(C(=O)Nn2cc(C(=O)Nc3ccc(F)cc3F)c3ccccc3c2=O)c1
  A: 0%; B: 2%; C: -13%; D: -21%; E: -11%; F: -5%; G: 0%; H: x
CN(C)S(=O)(=O)c1ccc(C(=O)OCc2ccc(C#N)cc2)cc1
  A: 6%; B: -2%; C: 2%; D: -7%; E: 1%; F: x; G: -1%; H: -2%
CCOc1cc2[nH]c(=O)n(CCCC(=O)NCc3ccc(OC)cc3)c(=O)c2cc1OCC
  A: 9%&-9%; B: 2%&-2%; C: 9%&-1%; D: 9%&-9%; E: -14%; F: 6%; G: 0%&-2%; H: -17%
CCC(C)NC(=O)Cc1ccc(-c2ccccc2)cc1 (stereo unspecified)
  A: 7%; B: 2%; C: 0%; D: 0%; E: -1%; F: 2%; G: -1%; H: -50%[inhibitor]
COc1cc2[nH]c(=O)n(CCC(=O)NC3CCCC3)c(=O)c2cc1OC
  A: 1%; B: 0%; C: -3%; D: 0%; E: 0%; F: 15%; G: 5%; H: 12%
Cc1noc(C)c1CS(=O)(=O)c1ccc([N+](=O)[O-])cc1
  A: 5%; B: 0%; C: -1%; D: -1%; E: -2%; F: -2%; G: -1%; H: 4%
O=C(c1ccc([N+](=O)[O-])cc1)N1c2ncnn2C2(CCCCC2)[C@@H]2CCCC[C@@H]21
  A: u; B: -13%; C: 3%; D: -5%; E: x; F: x; G: 4%; H: x
COc1ccc(F)c(-c2nc(CN3CCC(c4ccccc4)CC3)c(C)o2)c1
  A: 2%; B: -4%; C: -7%; D: 1%; E: i; F: -20%; G: 0%; H: x
O=c1ccc(NS(=O)(=O)c2ccc(Cl)cc2)cn1Cc1ccc(Cl)c(Cl)c1
  A: 6%; B: 0%; C: -12%; D: u; E: -14%; F: -1%; G: -3%; H: -7%
Cc1ccc(S(=O)(=O)N(C(=O)c2ccncc2)c2ccc(OC(=O)c3ccncc3)c3ccccc23)c(C)c1
  A: u; B: 1%; C: 14µM*; D: u; E: -9%; F: x; G: 4%; H: -97%[inhibitor]
COc1ccc(Cl)cc1NC(=O)CSc1nc(-c2cccs2)cc(C(F)(F)F)n1
  A: -25%; B: -9%; C: -1%; D: -28%; E: x; F: x; G: -18%; H: x
COc1ccc2c(Sc3ccccc3)c(C(=O)NCCCN3CCCCC3)[nH]c2c1
  A: -7%; B: 5%; C: -3%; D: -8%; E: x; F: x; G: -1%; H: x
O=C(CSc1cn(CCNC(=O)c2ccccc2F)c2ccccc12)Nc1ccc2c(c1)OCCO2
  A: -7%; B: 8%; C: u; D: u; E: x; F: x; G: 6%; H: x
c1ccc(CNc2ccc3ccccc3n2)nc1
  A: -4%; B: -5%; C: -3%; D: -2%; E: 0%; F: -4%; G: -1%; H: -21%
COc1cccc(N2CCN(C(=O)C3CCCN(S(=O)(=O)c4ccc(Br)s4)C3)CC2)c1 (stereo unspecified)
  A: -7%; B: -9%; C: -13%; D: -27%; E: x; F: x; G: -1%; H: x
COc1cc(NC(=O)CSc2nccc(C)n2)c(C)cc1[N+](=O)[O-]
  A: 1%; B: -1%; C: u; D: -19%; E: -5%; F: -14%; G: 5%; H: -6%[10 µM]
COc1ccccc1C1OC(=O)CC1C(=O)OC[C@@H]1CCCN2CCCCC12 (stereo partly specified)
  A: 0%; B: 1%; C: -10%; D: -12%; E: -8%; F: x; G: -1%; H: -2%

Not all compounds are listed; count on the stated rates, not on these rows.
